Assay outcomes as filed in PubChem.
14-3-3g Raf: modulators of 14-3-3 gamma protein binding, primary screen, biochemical, fluorescence polarization | hit rate 0.19% among 160,000 | FP, 14-3-3gamma / TMR-pS259-Raf peptide binding | inhibition, % at 40 µM | 14-3-3 protein gamma (Homo sapiens), P61981; in the data active = inhibition above about 30%;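 note: 0% = protein plus tracer without compound and 100% = blank with tracer alone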
Target sequence (P61981 whole entry, looked up): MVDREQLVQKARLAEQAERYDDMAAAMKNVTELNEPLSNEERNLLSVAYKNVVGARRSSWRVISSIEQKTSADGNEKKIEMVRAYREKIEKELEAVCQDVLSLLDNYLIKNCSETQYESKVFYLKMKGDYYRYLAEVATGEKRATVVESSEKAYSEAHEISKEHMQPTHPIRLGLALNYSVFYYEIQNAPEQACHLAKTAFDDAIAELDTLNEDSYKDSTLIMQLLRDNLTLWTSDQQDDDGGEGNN
* marks the source's active call; other numbers are inactive results; & = joins results of further samples.

SMILES	14-3-3g Raf
Cc1ccc(-n2nc(C(=O)NC(C)C)c3c4ccccc4n(C)c3c2=O)cc1	-1
Cc1cc(C)n(-c2ccc(C(=O)NC(C)C)cc2)n1	-9
COc1cccc(-n2c(=O)c3c(C)c(C(=O)N(C)C)sc3n(Cc3ccccc3)c2=O)c1	-9
CC(=O)c1cccc(NC(=O)C2CCCN(S(=O)(=O)c3ccccc3)C2)c1 (stereo unspecified)	-3
Oc1ccccc1-c1nnc(-c2ccc(C(F)(F)F)cc2)o1	-4
O=C(CSc1nnc(SCc2ccc(Cl)cc2)s1)N1CCOCC1	-10
CN1CC2([N+](=O)[O-])CC([N+](=O)[O-])(C1)c1ccccc1C2=O (stereo unspecified)	2
COc1cccc(C2C3=C(CCCC3=O)Nc3nc(-c4cc(OC)c(OC)c(OC)c4)nn32)c1 (stereo unspecified)	-3
CCCc1cc(C(N)=O)c(NC(C)=O)s1	-6
O=C1c2ccccc2-c2nc(-c3ccccc3)cc3cccc1c23	-14
COc1ncnc2sc(-c3ccccc3)cc12	-1
O=C(CSc1nnc(Cn2c(=O)sc3ccccc32)n1-c1ccccc1)N1CCCCCC1	3
CC1(C)CC(=O)C2=C(C1)NC(=O)CC2c1cccc(F)c1 (stereo unspecified)	-4
Cc1c(C(=O)O)sc(=S)n1CCOc1ccccc1	-3
COc1ccc(-c2nc3ccccc3n2CCCOc2ccccc2)cc1	4
O=C(CSc1nc2ccccc2n1CC(=O)N1CCCC1)Nc1ccc2c(c1)OCO2	4
CCCCOc1cccc(C(=O)Nc2ccc(N3CCCCC3)cc2)c1	-32
CCOc1ccc(N2C(=O)C(N3C(=O)c4ccccc4C3=O)C2c2ccc(N(C)C)cc2)cc1 (stereo unspecified)	-17
Cc1ccc(-n2c(C)cc(C)c(C#N)c2=O)cc1Cl	-5
Cc1cc(=O)[nH]c(-n2nc(C)cc2C)n1	-7
C=CCc1ccccc1OCC(O)CN1CCN(c2ccccc2F)CC1 (stereo unspecified)	5
O=C(c1cccnc1)N1C2C=CC(C2)C1(C(F)(F)F)C(F)(F)F (stereo unspecified)	13
CSCCC(NC(=O)C1CCC(C)CC1)C(=O)NC1CCCC(C)C1C (stereo unspecified)	-5
O=S(=O)(c1ccccc1)N1N=C(c2ccccc2)CC1c1ccc(Br)cc1 (stereo unspecified)	-349
Cc1ccc(C)c(N2CCN(c3ccc(N4C(=O)CC(c5ccccc5)C4=O)cc3[N+](=O)[O-])CC2)c1 (stereo unspecified)	0
CC1(C)CC(=O)C2=C(C1)c1c(ccc3ccccc13)NC2c1cc2c(cc1Br)OCO2 (stereo unspecified)	2
CCN(CC)c1nc2ccccc2nc1C(C#N)C(=O)NCCCOC (stereo unspecified)	-10
Cc1ccc(C2C(C(=O)c3cc4ccccc4o3)=C(O)C(=O)N2CCCN(C)C)cc1 (stereo unspecified)	2
O=C(Nc1nnc(CSCc2ccc(F)cc2)s1)c1ccc([N+](=O)[O-])cc1	-12
COc1ccc(NC(=O)c2cc(OC)c(OC)c(OC)c2)cc1Cl	-52

Exported with bars between the fields: entries from further up
mol | 14-3-3g Raf
O=S(=O)(c1ccccc1)N1N=C(c2ccccc2)CC1c1ccc(Br)cc1 (stereo unspecified) | -349
Cc1ccc(-n2c(C)cc(C)c(C#N)c2=O)cc1Cl | -5
Cc1cc(=O)[nH]c(-n2nc(C)cc2C)n1 | -7
CC1(C)CC(=O)C2=C(C1)c1c(ccc3ccccc13)NC2c1cc2c(cc1Br)OCO2 (stereo unspecified) | 2
O=C(c1cccnc1)N1C2C=CC(C2)C1(C(F)(F)F)C(F)(F)F (stereo unspecified) | 13

Some of the entries above in another layout.
molecule | 14-3-3g Raf
Cc1cc(=O)[nH]c(-n2nc(C)cc2C)n1 | -7
C=CCc1ccccc1OCC(O)CN1CCN(c2ccccc2F)CC1 (stereo unspecified) | 5
O=C(c1cccnc1)N1C2C=CC(C2)C1(C(F)(F)F)C(F)(F)F (stereo unspecified) | 13
CSCCC(NC(=O)C1CCC(C)CC1)C(=O)NC1CCCC(C)C1C (stereo unspecified) | -5
O=S(=O)(c1ccccc1)N1N=C(c2ccccc2)CC1c1ccc(Br)cc1 (stereo unspecified) | -349

(next part)
SMILES	14-3-3g Raf
CC(C)(C)c1ccc(Cn2c(-c3ccccc3F)nc3ccccc3c2=O)cc1	4
Cc1ccc(-c2cn(-c3ccc(C)cc3)c(=S)[nH]2)cc1	0
COC(=O)c1cn(C)c2ccc(S(=O)(=O)N3CCCC3)cc2c1=O	1&-6
O=C(Nc1ccc2oc(-c3cccnc3)nc2c1)c1cccc(OCc2ccccc2)c1	-8
Cc1ccc(OCCSc2nnc(-c3ccncc3)n2C)cc1	-13
O=C(O)c1ccc(NCc2cccnc2)c([N+](=O)[O-])c1	2
CCOC(=O)c1c(N=Cc2cc(Br)ccc2O)sc2c1CCN(Cc1ccccc1)C2	-27
O=C(COC(=O)c1ccc2c(c1)C(=O)N(c1ccc([N+](=O)[O-])cc1)C2=O)c1ccccc1	-1
Cc1ccc(-n2nc(C(=O)NCc3cccs3)c3c4ccccc4n(C)c3c2=O)cc1	-3
Cc1cc(C(=O)NCCCn2ccnc2)sc1-c1ccccc1	-2
COc1ccc(C(=O)Nc2cc3c(cc2C#N)OCO3)cc1S(=O)(=O)N1CCN(C)CC1	1
CC1=CC(C)(C)C(C(=O)O)C(C(=O)O)C1 (stereo unspecified)	4
COc1cccc(CN(Cc2cccnc2)S(=O)(=O)c2ccc(-n3cnnn3)c(C)c2)c1OC	-6
COc1ccc(Cl)c(S(=O)(=O)N2CCCC2)c1	0
CCCCC(=O)Nc1ccc2oc(-c3ccc(Br)c(C)c3)nc2c1	-10

Given with each value named: entries from further up.
> COC(=O)c1cn(C)c2ccc(S(=O)(=O)N3CCCC3)cc2c1=O
- 14-3-3g Raf: 1&-6
> O=C(Nc1ccc2oc(-c3cccnc3)nc2c1)c1cccc(OCc2ccccc2)c1
- 14-3-3g Raf: -8
> Cc1ccc(OCCSc2nnc(-c3ccncc3)n2C)cc1
- 14-3-3g Raf: -13
> O=C(O)c1ccc(NCc2cccnc2)c([N+](=O)[O-])c1
- 14-3-3g Raf: 2

(further entries)
SMILES	14-3-3g Raf
CCN(CC)S(=O)(=O)c1ccc(-c2cn3ccccc3n2)cc1	-23
O=C1C2C3C=CC(C3)C2C(=O)N1CCC(=O)N(C1CCCCC1)C1CCCCC1 (stereo unspecified)	0
Cc1cc(=O)n2nc(N3CCCC(C(=O)N4CCN(C)CC4)C3)sc2n1 (stereo unspecified)	-2
O=C(O)CSc1nc(-c2ccccc2)nc2c1oc1ccccc12	1
Cc1ccc2cc(C(c3nnnn3C3CCCC3)N(Cc3ccccc3)Cc3ccco3)c(=O)[nH]c2c1 (stereo unspecified)	4
CCOC(=O)c1c(NC(=O)C2CC3CCC2C3)sc2c1CCC(CC)C2 (stereo unspecified)	-3
CCOC(=O)c1ccc(CN(Cc2ccc(Br)cc2)S(=O)(=O)c2ccc(Cl)cc2)cc1	1
Cn1c(=O)c2cc(C(=O)Nc3cccc(C(F)(F)F)c3)sc2c2ccc(Cl)cc21	-10
CC(C#N)Sc1ncnc2sc3c(c12)CCC3 (stereo unspecified)	-2
COC(=O)c1cc2c(=O)n3cccc(C)c3nc2n(CCN2CCOCC2)c1=N	-1
CC1CC(C)CN(S(=O)(=O)N2CCCC(C(=O)NC3CCCCC3)C2)C1 (stereo unspecified)	8
CCOC(=O)c1ccc(NC(=O)CSc2nc3c(c(=O)n2-c2ccc(C)cc2)SCC3)cc1	-7
CCOC(=O)c1cnc2ccc(Cl)cc2c1Nc1ccc(N2CCOCC2)cc1	-4
CCOC(=O)CCC(NC(=O)c1ccc(NCN2C(=O)CCC2=O)cc1)C(=O)OCC (stereo unspecified)	0
Cc1ccccc1OCC(=O)NCCC(=O)O	-3
O=C(Nc1cccnc1)C1CCCN1S(=O)(=O)c1ccc(Cl)c(Cl)c1 (stereo unspecified)	-3
COc1cc(Cn2c(-c3ccc(O)c(OC)c3)nc3ccccc32)ccc1O	-1
CCCN1C(=O)c2ccc(C(=O)Nc3ccccc3C(=O)O)cc2C1=O	-22
Cc1cc(C)cc(Oc2coc3cc(OC(=O)C4CCCCC4)ccc3c2=O)c1	-27
O=C(COC(=O)c1cc2c3c(c1)C1C=CCC1CN3CC1CC=CC21)c1ccc(Br)cc1 (stereo unspecified)	-122
O=C(COC(=O)c1cnccn1)Nc1ccc2c(c1)OCO2	-4
CCCc1ccc(Oc2c(C)oc3cc(OC)ccc3c2=O)cc1	1
COc1cc(OC)c(C(=O)Oc2ccc3c(c2)OCO3)cc1OC	-3
CCC(C)C(=O)N1c2ccccc2C(N(C(=O)COc2ccccc2)c2ccccc2)CC1C (stereo unspecified)	7
Cc1c(NC(=O)CN2C(=O)c3ccc([N+](=O)[O-])cc3C2=O)cccc1C(=O)O	2
COc1ccc(CCn2c(=S)[nH]c3cc(C(=O)NCc4ccco4)ccc3c2=O)cc1OC	-7&-8
CCOC(=O)c1cnc2c(ccc3ccccc32)c1Nc1ccc(OCC)cc1	-60
Cc1cc(N)cc2sc(NC(=O)C3CCCCC3)nc12	-11
CCOC(=O)C(C)Sc1nc2c(c(=O)n1-c1ccccc1)SCC2 (stereo unspecified)	0
Cn1c(=O)c2cc(S(=O)(=O)NCCC(=O)N3CC=C(c4ccccc4)CC3)ccc2n(C)c1=O	-5

A different layout for part of the listing above:
canonical_smiles,14-3-3g Raf
Cc1cc(N)cc2sc(NC(=O)C3CCCCC3)nc12,-11
CCOC(=O)C(C)Sc1nc2c(c(=O)n1-c1ccccc1)SCC2 (stereo unspecified),0
Cn1c(=O)c2cc(S(=O)(=O)NCCC(=O)N3CC=C(c4ccccc4)CC3)ccc2n(C)c1=O,-5

(further entries)
SMILES	14-3-3g Raf
Clc1ccc(CN2C3=NCCN3c3ccccc32)cc1Cl	-11
Nc1c(Cl)c(Cl)nc(Cl)c1Cl	-3
CCCCCn1c(N2CCN(Cc3ccccc3)CC2)nc2c1c(=O)[nH]c(=O)n2C	3
Cc1nc2ccccc2c(=O)n1-c1ccc(OC(F)(F)C(F)F)cc1	1
O=C1CCc2cc(S(=O)(=O)NCCC(=O)NC3CCN(Cc4ccccc4)CC3)ccc2N1	-5
CCN(CC)c1nc(C)nc2sc(C(=O)Nc3cc(OC)c(OC)c(OC)c3)c(C)c12	8
CC1SC2=NCN(c3cccc4ccccc34)CN2C1=O (stereo unspecified)	3
Cc1cc(C)n(CC(O)CN2C(=O)NC(C)(C)C2=O)n1 (stereo unspecified)	-2
COc1cc(C(=O)N2C(=S)N(c3ccccc3)C3(C)CC2c2ccccc2O3)cc(OC)c1OC (stereo unspecified)	0
Cc1ccc(NC(=O)c2cc(-c3ccc(C)o3)nc3ccccc23)nc1	-11
O=C(CCCc1nc(-c2ccccc2)no1)NCc1cccnc1	-8
O=C(CSc1c[nH]c2ccccc12)N1CCc2ccccc21	-10
O=C(c1cccs1)N1CCC(c2nc3ccccc3s2)CC1	-7
CCn1c(=O)cc(SCC(=O)NCC2CCCO2)c2ccccc21 (stereo unspecified)	2
CCOC(=O)c1nnn(-c2nonc2-n2cccc2)c1CN1CCCCC1	-2
CC1(C)CC(=O)C(=CN2CCN(C(=O)c3ccco3)CC2)C(=O)C1	0
O=C(O)CCC(=O)N1CCOc2ccc(Cl)cc21	-4
CCCCOc1cccc(C(=O)Nc2ccc3oc(-c4ccc(F)cc4)nc3c2)c1	-17
C=CCNC(=O)COc1ccc(C(C)(C)c2ccccc2)cc1	0
COc1ccc(CCNc2nc(N3CCCCC3)nc(N3CCCCC3)n2)cc1OC	-5
O=C(NCCC1=CCCCC1)c1cc2cc3ccc(Cl)cc3nc2o1	-148
COc1cc(OC)cc(OCC(O)Cn2cnc(-c3ccccc3)c2)c1 (stereo unspecified)	7
CCCc1nnc2n1N=C(c1ccc(OC)c(OC)c1)CS2	3
NC(=O)c1cc2cc(Cl)ccc2oc1=Nc1cc(C(F)(F)F)ccc1Cl	0
CC(=O)N1SC(N)=NC1c1ccccc1 (stereo unspecified)	-8
COc1ccc(C2Nc3ccccc3C(=O)N2c2ccc(Cl)cc2)c(OC)c1 (stereo unspecified)	8
O=C(CCOc1ccccc1)Nc1cccc2c1C(=O)c1ccccc1C2=O	-32
COc1ccccc1Cn1c(=S)[nH]c2ccc(F)cc2c1=O	-6
COc1ccc(S(=O)(=O)NCCC(C)C)c2cccnc12	-4
Cc1cc(C(F)(F)F)n2nc(-c3ccc(Br)cc3)cc2n1	-10
CCOC(=O)c1c(Cl)nc(Cl)c(N)c1C	-15
Cc1nc2ccccc2nc1OCC(=O)NCc1ccc2c(c1)OCO2	1
COc1ccc(CNC(=O)c2cc(-c3cc(OC)ccc3OC)on2)cc1	-2
COc1cccc(NC(=O)CSc2nnc(COc3ccc4c(c3)CCCC4)o2)c1	-3&4
CCc1ccc(CC)c(S(=O)(=O)Nc2ccc(C(=O)O)c(O)c2)c1	-6
CC(C)c1ccc(C(=O)N2CCCN(C(=O)c3ccc(C(C)C)cc3)CC2)cc1	2
O=C(OCc1ccccc1)c1cc2cc(Br)ccc2oc1=O	3
O=C(c1ccco1)N1N=C(C2CCCCC2)CC1(O)C(F)(F)F (stereo unspecified)	-17
CCOC(=O)C1CCN(C(=O)c2ccc(Br)o2)CC1	-4
CCCCSc1nc2c(c(=O)[nH]c(=O)n2C)n1CCc1ccccc1	0
COc1cccc(-n2nnc3c(=O)n(C/C=C/c4ccccc4)cnc32)c1	-2
O=C(CSc1nnc(COc2ccc(Cl)cc2)n1Cc1ccco1)c1ccccc1F	0
CCOCCOC(=O)C1=C(C)NC2=C(C(=O)CCC2)C1c1cccc(Cl)c1 (stereo unspecified)	-24
CCn1c(=NC(=O)c2ccc(S(=O)(=O)N3CC(C)OC(C)C3)cc2)sc2cccc(Cl)c21 (stereo unspecified)	-7
Cc1cc(=O)oc2cc(OCC(=O)Nc3sc4c(c3C(N)=O)CCC4)ccc12	-29
CCN(C(=O)c1ccc(N2C(=O)C3C4C=CC(C4)C3C2=O)cc1)c1ccccc1 (stereo unspecified)	-17
COc1ccccc1Nc1cc(C(=O)NCC2CCCO2)c2ccccc2n1 (stereo unspecified)	15

Only part of the results is shown (hit frequency here may not be typical).
